# Screening data: PubChem, National Center for Advancing Translational Sciences (NCATS)
# DRD3 antagonist = D3 dopamine receptor (human) antagonism. D3R cells, DiscoveRx beta-arrestin luminescence, antagonist mode; active compounds read low. max response, negative = inhibition, %. 2.5% of 360,000 active. AID 652054; in the data active = max response below about -50%; inconclusive = no clear call, values can overlap the other calls; note: % is set by controls: 0 for no effect and ±100 for the full control effect; mostly tested at two doses, the higher about 12 µM
# Target sequence (P35462 whole entry, looked up): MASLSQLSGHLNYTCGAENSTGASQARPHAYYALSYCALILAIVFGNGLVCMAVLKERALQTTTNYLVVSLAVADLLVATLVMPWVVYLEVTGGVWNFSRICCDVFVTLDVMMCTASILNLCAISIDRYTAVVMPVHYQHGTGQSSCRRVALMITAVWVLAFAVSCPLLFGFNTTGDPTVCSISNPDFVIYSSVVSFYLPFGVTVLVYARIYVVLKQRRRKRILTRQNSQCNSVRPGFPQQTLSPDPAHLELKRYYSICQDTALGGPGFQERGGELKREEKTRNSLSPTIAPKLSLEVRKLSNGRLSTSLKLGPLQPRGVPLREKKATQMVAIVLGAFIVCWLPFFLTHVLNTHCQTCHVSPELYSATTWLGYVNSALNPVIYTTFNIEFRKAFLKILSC
#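 Cells plated overnight at 1500 cells/well, then exposed to library compounds with dopamine controls for 90 minutes at 37 degrees C. DiscoveRx reagent added for 30–60 minutes at room temperature; luminescence read, quantitative HTS format.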
# GLP1R ag = GLP-1 receptor (human) agonism; HEK293 GLP-1R CRE-luciferase, luminescence, 4-6 h; cells express a hypersensitive GLP-1R form; Potency, µM (titrated, usually from 45.6 µM), without a hit: at the top dose activation, usual class: activators; 0.007% of 380,000 active; note: potency is the fitted concentration of half-maximal effect; % of control where 0% means no effect
# Target sequence (P43220 whole entry, looked up): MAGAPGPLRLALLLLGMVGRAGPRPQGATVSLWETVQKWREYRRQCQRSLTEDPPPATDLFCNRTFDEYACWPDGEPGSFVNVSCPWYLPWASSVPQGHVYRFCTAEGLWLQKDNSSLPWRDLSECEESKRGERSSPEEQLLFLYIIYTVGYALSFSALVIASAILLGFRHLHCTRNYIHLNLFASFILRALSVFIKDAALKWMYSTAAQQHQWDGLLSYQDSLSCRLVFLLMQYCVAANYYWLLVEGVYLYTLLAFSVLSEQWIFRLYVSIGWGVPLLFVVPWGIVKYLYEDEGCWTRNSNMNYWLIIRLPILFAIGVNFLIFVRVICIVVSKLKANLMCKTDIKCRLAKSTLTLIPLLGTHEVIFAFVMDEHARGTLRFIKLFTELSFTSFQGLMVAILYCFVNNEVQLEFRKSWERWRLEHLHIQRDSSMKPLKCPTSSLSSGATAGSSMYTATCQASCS
# PTHR1 agonist = PTHR1 (human) receptor agonism; HEK293 GP2 PTHR1 cells, GloSensor cAMP luminescence, 1 h; Potency, µM (doses to about 115 µM), for the others: at the highest dose activation, most hits filed as activators; 0.075% of 410,000 active; note: potency is the fitted concentration of half-maximal effect; nearly all actives have a fitted effect of over 55% in size; some results filed as inactive show a strong effect at the top dose; inactives centre near -15; many of its hits are not listed in these tables
#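 HEK-293-derived GP2 cells expressing PTHR1 and a GloSensor cAMP reporter, 3,000/well, plated overnight, given luciferin plus IBMX (each 0.5 mM as added) for 1 h at 37 °C, then compound for 1 h at 37 °C. Luminescence was read after 15 min at room temperature.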
# GLP1R cytotox = cytotoxicity in counter-screen for GLP-1R inverse agonists; AID 624418; 0.13% of 410,000 active; Potency, µM (highest dose often 38.3 µM), for inactives: top-dose activity change, negative = inhibition, most hits filed as inhibitors; HEK293 cAMP-luciferase reporter cells, luminescence, 24 h;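 note: loss of luciferase light is scored as toxicity; potency is the fitted concentration of half-maximal effect; % is set by controls: 0 for no effect and ±100 for the full control effect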
#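 Luminescence readout: signal drop marks cytotoxicity. Plated cells grew 12 h at 37 °C, 5% CO2, received 23 nL compound for 24 h, then got luciferase reagent, read after 12 min at RT.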
# GLP-1R inv ag = GLP-1 receptor (human) inverse agonism. P43220. HEK293 GLP-1R CRE-luciferase, luminescence, 24 h; GLP-1R form is constitutively active. Potency, µM (series often up to 38.3 µM), inactives show at the top dose activity change, negative = inhibition, most hits filed as inhibitors. 1.6% of 410,000 active. AID 624417; note: potency is the fitted concentration of half-maximal effect; % is set by controls: 0 for no effect and ±100 for the full control effect; nearly all actives have a fitted effect of over 55% in size
#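 Inverse agonists were sought by their lowering of basal cAMP reporter luciferase output in HEK293 cells stably carrying constitutively active human GLP-1R, after 24 h compound treatment.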
# D3 ag = D3 dopamine receptor (human) agonism; 0.58% of 410,000 active; max activation, %; D3R DiscoveRx beta-arrestin cells, luminescence, 90 min; AID 652048; P35462; in the data active = max activation above about 30%; note: 0% is about no effect; mostly tested at two doses, the higher about 12 µM
#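 Agonist-mode cell screen: cells plated at 1500/well and incubated overnight at 37 °C, then exposed to library compounds for 90 min at 37 °C. Detection reagent was added for 30–60 min at room temperature, and luminescence was read.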
# KB-V1 cytotox = KB-V1 MDR subline cytotoxicity; AID 1347076; KB-V1 MDR cells viability, CellTiter-Glo, 72 h; Potency, µM (doses to about 46.1 µM), without a hit: top-dose activity change, negative = cytotoxicity, actives largely listed as cytotoxic; 3.4% of 400,000 active; note: potency is the fitted concentration of half-maximal effect; % is set by controls: 0 for no effect and ±100 for the full control effect; nearly all actives have a fitted effect of over 60% in size
#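 In this primary screen, KB-V1 cells overexpressing P-gp are incubated with library compounds (lowest to highest concentration) for 72 h at 37 degrees C before a luminescent ATP viability read.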
# TDP43 rescue = inhibitors of TDP-43 toxicity in yeast. TDP-43 expressing yeast growth rescue, BacTiter-Glo, 24 h. Potency, µM (titrated, usually from 46.1 µM), inactives show top-dose growth rescue (activation), actives largely listed as activators. 1.8% of 410,000 active; note: potency is the fitted concentration of half-maximal effect; % of control where 0% means no effect; nearly all actives have a fitted effect of over 50% in size
#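 Yeast expressing TDP-43 (pregrown in raffinose, seeded at OD600=0.02 in galactose medium) exposed to compounds 24 hr at 30 deg C. Growth read by BacTiter-Glo luminescence; rescue of toxicity appears as increased signal.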
# aSyn yeast inh = inhibitors of alpha-synuclein toxicity in yeast; Yeast expressing alpha-synuclein, growth rescue, BacTiter-Glo, 24 h; Potency, µM (top dose mostly 46.1 µM), for the others: at the highest dose growth rescue (activation), hits mostly activators; 0.14% of 370,000 active; AID 652106; note: potency is the fitted concentration of half-maximal effect; % of control where 0% means no effect; nearly all actives have a fitted effect of over 65% in size
#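 Screening used galactose-induced yeast with toxic alpha-synuclein levels, exposed to compound for 24 hr at 30 deg C. Cell growth, read with BacTiter-Glo luminescence, gave the measured signal.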
# * hit, by the source's call; i = inactive; ? = inconclusive; . = no result given; [ ] = another dose, or the depositor's remark. Unless noted, calls come from the whole dose curve; as a rule, active = well fitted curve in the direction sought with a large enough effect; inconclusive = small, poorly fitted or top-dose-only effect, or another doubt; inactive = no such curve, though single readings can be large; an effect the other way counts as inactive or inconclusive.
SMILES,DRD3 antagonist,GLP1R ag,PTHR1 agonist,GLP1R cytotox,GLP-1R inv ag,D3 ag,KB-V1 cytotox,TDP43 rescue,aSyn yeast inh
CCOc1ccc(-c2cnc(NCc3ccc(C(F)(F)F)cc3)n2C)cc1,.,.,-5%,-2%,?,-31,.,-2%,.
NC(=O)CC(NC(=O)Cc1ccc(Br)cc1)c1ccc(NCc2cc(F)ccc2F)c([N+](=O)[O-])c1 (stereo unspecified),3,0%,i,?,?,9,19%,3%,2%
O=C(Cn1c(=O)n(Cc2ccco2)c(=O)c2oc3ccccc3c21)Nc1ccc(F)cc1F,.,.,-7%,0%,18%,-7,2%,5%,.
CN1CCC(=O)N([C@H](CSc2ccc(Br)cc2)Cc2ccccc2)CC1,-21,-3%,?,2%,?,-48,?,-13%,-1%
CCCC[C@@H]1CCCO[C@@](C(=O)NCc2ccccn2)(C(F)(F)F)C1,0,-4%,-5%,19%,5µM*,-9,-5%,?,18%
CCOc1ccc(OCCNC(=O)C(NC(=O)c2c(F)cccc2F)C(C)C)cc1 (stereo unspecified),-12,5%,-17%,-13%,-28%,7,-3%,9%,-2%
CSc1nc(C)cc(SCC(=O)N/N=C/c2ccccc2)n1,-18,0%,i,5%,2%,-10,0%,-25%,2%
Cc1ncc(CN2CCN(C(C)C)C(CCO)C2)s1 (stereo unspecified),4,5%,13%,-1%,2%,-2,-5%,-7%,2%
CC(=O)Nc1ccc(S(=O)(=O)Oc2ccc(/C=N/N=C3/NC(=O)C(CC(=O)O)S3)cc2)cc1 (stereo unspecified),5,6%,4%,0%,1%,1,-6%,-23%,-3%
Cc1cc(-n2nc(C)cc2C)nc(NS(=O)(=O)c2ccccc2Cl)n1,-16,11%,13%[57.5 µM],-7%,9%,2,-4%,17%,2%
CCCCSc1nc2c(cnn2-c2ccc(Cl)cc2)c(=O)[nH]1,19,-4%,-7%[57.5 µM],74%[activator],4%,0,-6%,-2%,6%
Fc1ccc(OCCOCCN2CCCC2)cc1,-3,3%,-9%,-6%,16%,-12,14%,-17%,-11%
CCOc1cc(S(=O)(=O)NCCCN2CCOCC2)ccc1F,10,-1%,i,-3%,-9%,-4,-20%,7%,2%
Cc1nnc(NC(=O)CSc2nnc(Cc3ccccc3)n2Cc2ccccc2)s1,45,1%,i,-6%,6%,-9,-14%,-19%,-3%
CC(=O)Nc1ccccc1OC(C)C(=O)N1CCC(C)CC1 (stereo unspecified),6,1%,-14%,2%,3%,11,-19%,-4%,0%
COc1ccc(/C(N)=N/OC(=O)Cc2ccccc2)cc1,0,16%,-22%,4%,-14%,-4,19%,-1%[9.22 µM],-9%
Cc1ccc(S(=O)(=O)N(c2cccc(C(F)(F)F)c2)C2C=CS(=O)(=O)C2)cc1 (stereo unspecified),3,1%,-22%[57.5 µM],-8%,-11%,-1,-11%,-2%,-6%
O=C(CSc1nnc(Nc2ccccc2F)s1)NC1CCCC1,-9,-4%,i,19%,-8%,2,0%,24%,-3%
CC(C)CN(C(=O)COC(=O)c1ccc(-c2ccccc2)cc1)C1CCS(=O)(=O)C1 (stereo unspecified),-17,0%,-57%[inhibitor],-3%[7.66 µM],2%[7.66 µM],-4,-13%,9%,5%
O=C1CSC(c2ccccn2)N1c1ccc(C(F)(F)F)cc1 (stereo unspecified),-15,-6%,-22%,3%,16%,2,-25%,10%,-2%
COCCOC(=O)C1=C(C)N=C2SCCC(=O)N2C1/C=C/c1ccccc1 (stereo unspecified),5,6%,-9%[57.5 µM],-3%,12%,-5,4%,4%,-2%
Cc1cc(C)nc(N(C#N)Cc2ccccc2)n1,2,4%,i,18%,0%,1,9%,17%,8%
CC1CC(C)(C)NC(=S)N1CCCC(=O)Nc1ccc(F)cc1 (stereo unspecified),-17,7%,?,8%,-28%,-23,?,5%[9.22 µM],-11%
Cc1ccccc1C(=O)Nc1ccccc1NC(=O)c1ccccc1Br,-16,7%,i,-1%,?,-7,2%,1%,-3%
COc1cccc(N2CC(NC(=O)c3cc(Cl)ccc3OC)CC2=O)c1 (stereo unspecified),.,.,i,1%,5%,3,.,0%,.
CN1CCc2nc(SCC(=O)Nc3ccc(OC(F)(F)F)cc3)c(C#N)c(-c3cccs3)c2C1,?,0%,-9%,-2%,?,-9,-6%,11%,-8%
CC(C)(Oc1ccc(Cl)cc1)C(=O)OCc1nc2ccsc2c(=O)[nH]1,0,-5%,-32%[inhibitor],4%,8%,5,0%,25%,5%
COCCCNC(=O)c1ccc2c(c1)OCO2,-5,10%,-2%[57.5 µM],-1%,4%,1,0%,7%,-10%
CC(C)CN1C(=O)C(=O)N(CC(=O)c2ccc3c(c2)CCCC3)C1=O,0,9%,-18%,5%,3%,-9,16µM*,-20%,10%
CCCCN(CCCNC(=O)Cn1ncc2ccsc2c1=O)Cc1ccccc1,-4,1%,-41%[inhibitor],-5%,9%,-6,-3%,3%,-3%
CCCc1cc(=O)oc2cc(C)cc(OC(C)C(=O)NCCCn3ccnc3)c12 (stereo unspecified),2,5%,i,2%,19%,-14,10%,-22%,-2%
Cc1cc(C(=O)NNC(=S)NCc2ccco2)n(C)n1,-23,4%,i,66%[activator],9%,1,11%,20%,0%
O=C(Cc1cccs1)Nc1ccc(F)cc1F,17,7%,i,-4%,4%,9,8%,21%,6%
COc1ccc(C(C(=O)NC(C)(C)C)N(Cc2ccco2)C(=O)CCC(=O)Nc2cc(C)on2)cc1 (stereo unspecified),-24,-6%,i,9%,-9%,-7,-8%,-2%,-2%
CC(=O)/C(=C(/O)c1ccccc1)c1nc2ccccc2[nH]1,15,-1%,i,10%[7.66 µM],4%[7.66 µM],0,-1%,8%,6%
COC(=O)C1(S(=O)(=O)c2ccc(C)cc2)CCOCC1,-5,-3%,i,4%,2%,-2,-6%,-6%,-6%
Cc1nn(-c2ccccc2)c2c1C(=O)N(c1ccccc1)C(=O)C(C)(C)C2,-18,4%,-2%,-2%,-2%,8,-1%,14%,3%
O=C(Nc1ccccc1C(F)(F)F)c1ncoc1-c1ccco1,.,.,-36%[inhibitor],0%,8%,-8,.,5%,.
CO/N=C/Cc1c([N+](=O)[O-])c(C)nn1C,12,3%,-1%,8%,8%,5,16%,1%,1%
Cc1cccc(NC(=S)NNC(=O)Cc2ccccc2)c1,-11,-2%,i,-15%,-13%,-4,?,29%,-5%

# Complete entries, looked up by structure. Order of values: DRD3 antagonist, GLP1R ag, PTHR1 agonist, GLP1R cytotox, GLP-1R inv ag, D3 ag, KB-V1 cytotox, TDP43 rescue, aSyn yeast inh
# COC(=O)C1(S(=O)(=O)c2ccc(C)cc2)CCOCC1 is listed with -5, -3%, i, 4%, 2%, -2, -6%, -6%, -6%
# O=C(Cc1cccs1)Nc1ccc(F)cc1F is listed with 17, 7%, i, -4%, 4%, 9, 8%, 21%, 6%

# Other structures follow:
SMILES,DRD3 antagonist,GLP1R ag,PTHR1 agonist,GLP1R cytotox,GLP-1R inv ag,D3 ag,KB-V1 cytotox,TDP43 rescue,aSyn yeast inh
COC(=O)c1ccc(C23CC4(C2)[C@H](CN(Cc2ccc(C(F)(F)F)cc2)[C@@H]4c2ccccc2)C3c2ccccc2)cc1 (stereo partly specified),0,-1%,-15%,20%,16%,-8,1%,10%,0%
CCCCn1c(N)c(N(CC(C)C)C(=O)c2cc(-c3ccc(F)cc3)nc3ccccc23)c(=O)[nH]c1=O,-8,8%,i,-15%,?,4,-11%,-6%,2%
CC(=O)c1cccc(NC(=O)C2CCCN(S(=O)(=O)c3cccc4nonc34)C2)c1 (stereo unspecified),5,9%,-10%,-2%,17%,-1,1%,-8%,2%
CCOc1ccc(CSC(=N)N)cc1,-2,5%,-2%,-9%,-19%,-8,?,-16%,1%
O=C(NCCC1=CCCCC1)C1CCN(S(=O)(=O)c2cccc(C(F)(F)F)c2)CC1,-12,17%,-39%[inhibitor],-1%,?,1,-15%,14%,3%
CC1(C)N=C(c2ccc(Cl)cc2Cl)C(=O)N1,0,7%,i,-2%,5%,6,-25%,-7%,17%
COc1cc(OC)c(Nc2nc3ccccc3nc2-n2nc(C)cc2C)cc1Cl,.,.,?,13%,2%,-3,6%,5%,.
CC(C)CCN1CCN=C1N(C)C,5,0%,-1%,5%,6%,-1,5%,-5%,9%
Nc1ccc(S(=O)(=O)NC2(C(F)(F)F)NC(=O)N(c3ccccc3F)C2=O)cc1 (stereo unspecified),8,1%,-14%,4%,-1%,-3,-1%,-20%,1%
Nc1nonc1-n1nnc(C(=O)N/N=C\c2cccc(Cl)c2)c1CN1CCOCC1,31,5%,i,-12%,?,19,-7%,-22%,6%
COc1ccc(-c2nc3ccccn3c2CN2CCN(c3ccccc3F)CC2)cc1,13,14%,-9%,?,?,-1,?,-23%,5%
CCNC(=O)c1cc2c(c(-c3cccc(-c4cncnc4)c3)n1)[C@@H](CCO)N(C(C)=O)C2,-5,-3%,i,10%,24%,-10,-5%,5%,-5%
CCC(=O)N1CCc2cc(S(=O)(=O)NC(Cc3ccccc3)C(=O)NCc3cccc(OC)c3)ccc21 (stereo unspecified),.,.,i,2%,5%,2,0%,12%,.
Cc1c(C(=O)N(C)Cc2ccc(OC(F)F)cc2)oc2ccccc12,-12,18%,i,5%,?,-1,-16%,26%,1%
CCOC(CNC(=O)CN1C(=O)COc2ccc(S(=O)(=O)N3CCOCC3)cc21)OCC,-6,-2%,i,2%,-7%,-2,?,-10%,-18%
CCCCOc1c(Br)cc(/C=C2\N=C(C)OC2=O)cc1OCC,9,-1%,i,10%,0%,1,6%,-16%,0%
CCn1c(=O)c(C(=O)NNC(=O)Cc2ccccc2)c(O)c2ccccc21,-5,7%,-1%,-16%,-17%,0,?,-20%,2%
O=C(NC1CCCC1)C(C1CC1)n1c(-c2ccccn2)nc2ccccc21 (stereo unspecified),5,.,-8%,1%,-10%,1,-25%,13%,-7%

# This is a subset (hit frequency here may not be typical).
